Compound activity from PubChem.
M1 ag parental: M1 agonist counterscreen hit in parental CHO-K1 cells; Fluo-8 calcium fluorescence; scaled to maximal ATP response, vehicle zero; activation, % at 3 µM; hit rate 0.48% among 360,000; AID 602248; in the data active = activation above about 15%;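 note: untransfected CHO-K1 host cells lacking M1 receptor as counterscreen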
M1 ag: agonists of human M1 muscarinic receptor | activation, % at 3 µM | P11229 | CHO-K1 hM1, Fluo-8 calcium fluorescence, agonist mode; 0% DMSO, 100% acetylcholine EC100 | hit rate 0.33% among 360,000;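 active = activation above the run's mean compound activation plus 3 SD, cut at about 16% in these data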;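 note: peak over basal fluorescence ratio within a 140 s kinetic read after compound addition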
Target sequence (P11229 whole entry, looked up): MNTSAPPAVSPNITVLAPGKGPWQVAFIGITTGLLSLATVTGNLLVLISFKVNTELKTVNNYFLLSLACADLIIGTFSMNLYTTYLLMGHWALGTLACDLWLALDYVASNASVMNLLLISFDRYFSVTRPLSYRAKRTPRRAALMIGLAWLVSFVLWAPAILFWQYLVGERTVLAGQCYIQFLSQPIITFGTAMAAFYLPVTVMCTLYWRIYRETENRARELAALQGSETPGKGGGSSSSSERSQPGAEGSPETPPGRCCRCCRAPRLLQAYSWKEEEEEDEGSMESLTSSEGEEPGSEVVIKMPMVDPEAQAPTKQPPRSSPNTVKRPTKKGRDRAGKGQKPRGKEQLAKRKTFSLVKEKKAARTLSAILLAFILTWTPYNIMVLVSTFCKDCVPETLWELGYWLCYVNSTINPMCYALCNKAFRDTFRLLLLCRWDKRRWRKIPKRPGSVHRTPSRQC
CHO parental Ca: counter-screen: ATP calcium response change in parental CHO cells | inhibition, % at 5.6 µM | parental CHO-K1, ATP-induced calcium, Fluo-8 fluorescence | hit rate 0.63% among 330,000 | AID 463079;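 active = inhibition above that plate's mean sample inhibition plus 3 SD, cut at about 26% in these data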;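 note: 0% = ATP-challenged DMSO wells and 100% = DMSO wells without ATP; some compounds past the cut are filed as inactive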
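Assay system: untransfected parental CHO cell line. Also added: ATP agonist challenge. Dosing: one dose, 5.6 µM nominal. Measured by: Fluo-8 fluorescence. Read-out: % inhibition. Benchmarks: ATP wells versus no-ATP DMSO wells. Repeats: no replicates.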
OXTR potentiator: potentiators of human oxytocin receptor | hit rate 0.061% among 320,000 | CHO-OTR cells, Fluo-8 calcium fluorescence, potentiator mode; 0% = oxytocin EC15, 100% = EC100 | P30559 | activation, % at 3 µM | AID 2445;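 active = activation above that plate's cutoff, the mean activation of tested compounds plus 3 SD, cut at about 6.6% in these data, passing the limit was not always enough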;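 note: 100% uses oxytocin at 75 nM as the full agonist control; some results filed as inactive read as strong as hits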
Target sequence (P30559 whole entry, looked up): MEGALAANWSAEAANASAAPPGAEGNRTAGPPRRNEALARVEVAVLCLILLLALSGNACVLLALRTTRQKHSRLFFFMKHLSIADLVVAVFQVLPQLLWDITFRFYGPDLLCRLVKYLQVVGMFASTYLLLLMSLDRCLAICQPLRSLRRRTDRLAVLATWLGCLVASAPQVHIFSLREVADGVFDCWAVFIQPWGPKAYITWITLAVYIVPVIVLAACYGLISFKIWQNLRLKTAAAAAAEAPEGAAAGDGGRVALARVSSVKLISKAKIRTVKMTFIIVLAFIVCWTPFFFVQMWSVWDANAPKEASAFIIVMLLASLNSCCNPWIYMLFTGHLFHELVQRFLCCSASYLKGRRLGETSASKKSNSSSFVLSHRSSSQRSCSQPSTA
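Replication – single well per compound, singlicate · Assay system – CHO cell line stably expressing human OTR · Timing – 6 min pre-incubation, 100 s read · Measure – normalized max/min fluorescence ratio, % activation · Doses – 3.0 µM, one dose · Detection – Fluo-8 calcium dye fluorescence · Probe or stimulus – oxytocin near EC15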
CHO-K1 Ca PAM: counter-screen for M1 PAMs: effect in parental CHO-K1 cells. ATP EC20, Fluo-8 calcium fluorescence; 0% at ATP EC20, 100% at ATP max. activation, % at 3 µM. hit rate 0.02% among 360,000. AID 602247;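 active = activation above the run cutoff, the mean activation of all test compounds plus 3 SD, cut at about 40% in these data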;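 note: peak over basal fluorescence ratio in a 140 s read after ATP addition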
TAAR1 antagonist: antagonists of human TAAR1. AID 624466. CHO RD-HGA16 TAAR1, Fluo-8 calcium fluorescence, antagonist. inhibition, % at 3 µM. Q96RJ0. hit rate 1.5% among 360,000;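 active = inhibition above a per-plate cutoff, the mean inhibition of test compounds on that plate plus 3 SD, cut at about 49% in these data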;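 note: 0% = DMSO plus EC80 beta-PEA response and 100% = DMSO alone without agonist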
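Test system: RD-HGA16 CHO cells with stable hTAAR1 and Gα16 / Probe or stimulus: EC80 β-phenethylamine stimulus / Times: seeding 17-24 h prior, 75-min 37 °C, 30-min RT dye loading / Detection: Fluo-8 calcium-sensitive fluorescence / Read-out basis: % inhibition scaled between DMSO and EC80 PEA controls / Repeats: singlicate, one well per test compound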
CHRM1 antagonist: human CHRM1 antagonism. P11229. CHO-K1 hM1, Fluo-8 calcium fluorescence, ACh EC80 antagonist. inhibition, % at 3 µM. hit rate 1.3% among 360,000;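 active = percent inhibition above its own plate's cutoff, namely the mean of that plate's compound wells plus 3 SD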;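 note: peak over basal fluorescence ratio during 140 s after agonist addition; 0% = ACh EC80 plus DMSO and 100% = DMSO alone without agonist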
CHO-K1 Ca antag: counter-screen for M1 antagonists: effect in parental CHO-K1 cells; ATP-induced calcium, Fluo-8 fluorescence; hit rate 0.6% among 360,000; inhibition, % at 3 µM;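 active = inhibition above a per-plate cutoff, the plate's mean sample inhibition plus 3 SD, cut at about 24% in these data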;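 note: 0% = DMSO plus EC80 ATP and 100% = DMSO alone without ATP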
TAAR1 agonist: agonists of human TAAR1; Q96RJ0; CHO RD-HGA16 TAAR1, Fluo-8 calcium fluorescence; vehicle wells 0%, saturating PEA agonist 100%; activation, % at 3 µM; hit rate 0.99% among 360,000;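 active = activation above the mean activation of all test compounds in the run plus 3 SD, cut at about 38% in these data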
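Test system: RD-HGA16 (CHO) cells co-expressing Gα16 and hTAAR1; dosing: one-point dosing at 3 µM (nominal); timing: 17-24 h seeding, 75 min 37 °C dye, 30 min RT; signal: kinetic Fluo-8 calcium fluorescence; read-out basis: % activation relative to PEA EC100 response; controls: DMSO and PEA EC100; replicates: n 1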
* hit, by the source's call; . = not tested or not shown.

SMILES	M1 ag parental	M1 ag	CHO parental Ca	OXTR potentiator	CHO-K1 Ca PAM	TAAR1 antagonist	CHRM1 antagonist	CHO-K1 Ca antag	TAAR1 agonist
O=C(CC(c1ccccc1)c1ccccc1)NCCOCc1ccccc1	3.7	2.9	-18.4	-6.1	23.0	-12.1	-16.3	-1.4	7.7
C[C@H](CO)N1C[C@H](C)[C@@H](CN(C)Cc2ccc(Oc3ccccc3)cc2)Oc2c(NC(=O)c3ccncc3)cccc2C1=O	0.8	-9.3	-50.7	-4.1	46.0*	4.8	-3.9	-31.9	15.6
NS(=O)(=O)c1ccc(NCc2c(F)cccc2Cl)cc1	2.9	-1.1	.	.	-9.5	15.7	6.7	-4.8	0.3
CCc1ccc(N2C(=O)C3ON(c4ccccc4)C(c4ccco4)C3C2=O)cc1 (stereo not drawn)	7.5	2.4	-22.4	-13.7	17.2	-16.2	-26.9	2.9	0.1
O=C(O)c1cccc(Nc2c3ccccc3nc3ccccc23)c1	1.7	0.6	9.4	0.5	-3.9	-7.1	-11.3	9.6	5.5
COCCOC(=O)c1c(NC(=O)CSc2cccc[n+]2[O-])sc(C(N)=O)c1C	-0.7	4.5	-2.1	-5.0	-11.0	14.7	4.6	-6.8	5.9
CC(C)N(CC#CC(O)(c1ccccc1)c1ccccc1)CCO	0.9	-8.1	-18.9	1.1	21.7	5.4	83.6*	-10.4	0.9
CONC(=O)c1cc(OCC(F)(F)F)ccc1OCC(F)(F)F	0.5	-1.3	-4.2	8.2	20.4	15.1	-8.2	-6.2	8.8
CC(=O)c1ccc(NC(=O)COC(=O)CC2CC3CCC2C3)cc1 (stereo not drawn)	4.7	-1.8	-2.6	-6.8	-0.5	18.7	-6.3	-15.5	15.8
CS(=O)(=O)Nc1cccc(NC(=O)C2Cc3c(-c4ccccc4)ccnc3O2)c1 (stereo not drawn)	2.5	1.3	.	.	7.9	-3.6	-16.6	-7.5	4.0
C=CCn1cc(C(=O)OC)c(=O)c2cc(S(=O)(=O)N3CCC(C)CC3)ccc21	-0.2	-6.5	-22.5	-7.7	14.9	0.5	-0.9	3.5	3.9
CCOC(=O)CSc1nc(C)cc(C)c1C(N)=O	0.2	-4.0	-4.5	-0.2	0.5	-1.8	5.1	-7.8	16.1
COCc1[nH]nc2c1C(C1C=CCCC1)C(C#N)=C(N)O2 (stereo not drawn)	0.4	-4.6	-6.4	2.2	17.4	-3.5	-10.4	-10.4	6.8
O=C(CSc1ccc(-c2ccccn2)nn1)Nc1ccc(F)c(F)c1	6.1	2.1	-18.9	-12.1	-3.0	-5.1	-2.3	-6.0	7.6
O=C(CNC(=O)C1COc2ccccc2O1)N/N=C/c1ccc(O)cc1O (stereo not drawn)	0.1	-2.8	-4.3	1.6	10.7	-19.5	-4.9	-0.8	40.9*
Cc1sccc1/C=N/NC(=O)c1cccc2ccccc12	1.0	-1.2	0.0	3.7	-6.0	-0.1	0.1	-1.8	3.5
COc1ccc(CNCCS(=O)(=O)NC2CCCCC2)cc1	-0.1	-3.5	.	.	5.4	-12.9	-2.9	1.3	0.3
Cc1c(C)n(C)c2ccc(C(=O)NCCCN3CCCCC3)cc12	0.3	-5.6	-9.2	-1.5	12.1	-19.5	-7.3	-8.0	-0.5
COCCCNC(=O)[C@H](Cc1c[nH]c2ccccc12)NC(=O)OCc1ccccc1	0.5	2.0	-6.3	-2.2	3.0	4.5	6.3	-10.8	-0.1
Cc1[nH]c(=O)[nH]c(=O)c1S(=O)(=O)NCC12CC3CC(CC(C3)C1)C2	0.2	-2.7	0.6	11.0*	8.8	-0.6	-4.9	-9.9	10.0
Cc1ccc(S(=O)(=O)NN=C2CC(C)(C)OC2(C)C)cc1	1.1	-0.1	.	.	14.8	-8.6	-13.3	-16.4	4.0
CC1(C)CC(=O)C=C(Nc2ccccc2C#N)C1	0.2	-2.1	-7.8	1.9	15.8	-1.9	-24.6	-16.3	0.9
Cc1nn(CCC(=O)N2CCN(S(=O)(=O)c3ccccc3)CC2)c(C)c1C	0.3	-3.4	7.1	-5.1	1.2	3.0	-6.7	-10.7	0.7
COc1ccc(CNC(=O)CCNS(=O)(=O)c2cccc3nsnc23)cc1	0.2	-9.2	-6.1	-15.1	16.0	9.1	-0.9	-13.0	0.7
CNC(=O)N(O)C1N(/N=C/c2ccccc2O)C(=S)SC1(C)C (stereo not drawn)	0.1	-2.0	-6.4	0.7	9.4	-23.8	-10.4	-3.6	1.2
CCc1[nH]nc(C(=O)N2CCCC(N3CCN(c4ccccc4C)CC3)C2)c1C (stereo not drawn)	1.9	-4.3	-13.4	-2.3	12.1	-12.1	8.9	-1.1	1.9
CSCCC(NS(=O)(=O)c1ccc(Cl)cc1)C(=O)OCC(=O)c1c(C)[nH]c2ccccc12 (stereo not drawn)	3.6	-1.2	82.4*	-10.9	12.1	80.7*	14.2	1.1	19.1
CCOC(=O)CC(=O)CSc1nc2sc(C)cc2c(=O)n1Cc1ccco1	2.6	1.9	-20.8	-4.8	24.1	8.0	2.5	4.4	1.6
Cc1ccc(S(=O)(=O)N2CCN(C(=O)CSC(=S)N3CCCC3)CC2)c(C)c1	1.9	-5.2	-14.0	-11.5	-22.1	-2.6	8.0	8.0	1.2
COC(=O)c1cc(OC)c(OC)c(OC)c1[N+](=O)[O-]	0.2	-6.3	-13.6	-5.8	21.8	3.6	-18.8	-12.2	0.4
CC(=O)c1ccc(NC(=O)/C=C/c2ccc(C)cc2)cc1	2.2	-3.7	-4.3	1.1	22.0	-3.9	0.0	-6.9	6.2
COc1cc(C(=O)CSc2nnc(-c3ccc(O)cc3)n2CC2CCCO2)ccc1NC(C)=O (stereo not drawn)	0.4	-1.7	-4.1	-2.1	-3.3	-15.3	-17.6	-9.4	12.2
COc1ccc(CCC(=O)OCC(=O)Nc2ccc(OC)c(OC)c2)cc1OC	0.2	-0.1	-8.3	2.3	2.9	-12.1	-16.2	-1.6	7.1
COC(=O)c1cc(C(=O)OCC(=O)Nc2ccc(N3CCOCC3)cc2)cc([N+](=O)[O-])c1	0.8	-2.8	-3.2	-0.1	16.4	-17.7	-4.0	-16.0	10.7
COC(=O)c1ccc(CSc2ncnc3c2sc2nc(N4CCOCC4)c4c(c23)CCCC4)o1	-0.1	-5.8	-12.8	0.5	0.2	-6.4	-5.2	5.0	2.7
O=C(COc1ccc(Cl)cc1)N1N=C(c2cccs2)CC1c1ccco1 (stereo not drawn)	-0.6	-6.6	.	.	20.4	1.1	-3.7	8.5	1.5
CCc1nnc(NC(=O)CSc2nnc(-c3ccoc3C)n2CC(C)C)s1	-0.1	-4.9	-9.7	-8.3	-1.3	11.1	-3.3	9.0	6.8
O=C1CCc2cc(S(=O)(=O)NC(C(=O)NCc3cccnc3)c3ccccc3)ccc2N1 (stereo not drawn)	0.1	-9.4	-0.4	-1.4	10.5	10.0	-9.9	0.3	-0.5
O=C(NC(=S)N1CCCCCC1)C1CC1	0.5	-5.1	4.4	-8.3	-10.7	-10.9	2.2	13.5	-0.2
O=C(c1cccc(Cl)c1)N1CCn2c1nc1ccccc12	0.2	-0.4	-5.3	5.5	16.6	-6.9	-12.4	-13.2	-0.8
O=C(NC1CCNCC1)C1CCCCC1	0.1	0.5	-2.4	5.4	-14.4	-10.3	-7.8	-3.0	8.1
CC(C)(C)[C@H]1COC(=O)CCC/C=C/C[C@H](CC(=O)NCCO)C(=O)N1	-0.3	-2.4	4.0	5.2	-20.3	2.1	13.2	11.1	0.2
CC(C)CN1C(=O)c2ccc(C(=O)NCc3ccccn3)cc2C1=O	1.3	1.4	-4.2	-0.7	10.3	-21.5	-2.6	1.3	3.3
Cc1cccn2cc(-c3ccc(F)cc3)cc12	0.8	-6.9	-13.5	1.4	9.8	11.1	-3.5	8.7	1.7
Cc1ccc(S(=O)(=O)NC(C)C(=O)N2CCOCCOCCOCCOCC2)cc1 (stereo not drawn)	0.1	-1.9	-8.2	-3.0	-9.9	-3.9	5.9	-7.7	0.9

Compounds above that contain a halogen:
SMILES	M1 ag parental	M1 ag	CHO parental Ca	OXTR potentiator	CHO-K1 Ca PAM	TAAR1 antagonist	CHRM1 antagonist	CHO-K1 Ca antag	TAAR1 agonist
NS(=O)(=O)c1ccc(NCc2c(F)cccc2Cl)cc1	2.9	-1.1	.	.	-9.5	15.7	6.7	-4.8	0.3
CONC(=O)c1cc(OCC(F)(F)F)ccc1OCC(F)(F)F	0.5	-1.3	-4.2	8.2	20.4	15.1	-8.2	-6.2	8.8
O=C(CSc1ccc(-c2ccccn2)nn1)Nc1ccc(F)c(F)c1	6.1	2.1	-18.9	-12.1	-3.0	-5.1	-2.3	-6.0	7.6
CSCCC(NS(=O)(=O)c1ccc(Cl)cc1)C(=O)OCC(=O)c1c(C)[nH]c2ccccc12 (stereo not drawn)	3.6	-1.2	82.4*	-10.9	12.1	80.7*	14.2	1.1	19.1
O=C(COc1ccc(Cl)cc1)N1N=C(c2cccs2)CC1c1ccco1 (stereo not drawn)	-0.6	-6.6	.	.	20.4	1.1	-3.7	8.5	1.5
O=C(c1cccc(Cl)c1)N1CCn2c1nc1ccccc12	0.2	-0.4	-5.3	5.5	16.6	-6.9	-12.4	-13.2	-0.8
Cc1cccn2cc(-c3ccc(F)cc3)cc12	0.8	-6.9	-13.5	1.4	9.8	11.1	-3.5	8.7	1.7
